# ALOX15 inhib: qHTS Assay for Inhibitors of 15-hLO (15-human lipoxygenase) | Polyunsaturated fatty acid lipoxygenase ALOX15 (Homo sapiens), P16050 | purified 15hLO-1, xylenol orange hydroperoxide absorbance | Potency, µM (series often up to 57.1 µM), for inactives: top-dose activity change, negative = inhibition, actives largely listed as inhibitors | 74,000 tested, 1.4% active | AID 887, 2007; note: potency is the fitted concentration of half-maximal effect; % is set by controls: 0 for no effect and ±100 for the full control effect; nearly all actives have a fitted effect of over 55% in size
# Target sequence (P16050 whole entry, looked up): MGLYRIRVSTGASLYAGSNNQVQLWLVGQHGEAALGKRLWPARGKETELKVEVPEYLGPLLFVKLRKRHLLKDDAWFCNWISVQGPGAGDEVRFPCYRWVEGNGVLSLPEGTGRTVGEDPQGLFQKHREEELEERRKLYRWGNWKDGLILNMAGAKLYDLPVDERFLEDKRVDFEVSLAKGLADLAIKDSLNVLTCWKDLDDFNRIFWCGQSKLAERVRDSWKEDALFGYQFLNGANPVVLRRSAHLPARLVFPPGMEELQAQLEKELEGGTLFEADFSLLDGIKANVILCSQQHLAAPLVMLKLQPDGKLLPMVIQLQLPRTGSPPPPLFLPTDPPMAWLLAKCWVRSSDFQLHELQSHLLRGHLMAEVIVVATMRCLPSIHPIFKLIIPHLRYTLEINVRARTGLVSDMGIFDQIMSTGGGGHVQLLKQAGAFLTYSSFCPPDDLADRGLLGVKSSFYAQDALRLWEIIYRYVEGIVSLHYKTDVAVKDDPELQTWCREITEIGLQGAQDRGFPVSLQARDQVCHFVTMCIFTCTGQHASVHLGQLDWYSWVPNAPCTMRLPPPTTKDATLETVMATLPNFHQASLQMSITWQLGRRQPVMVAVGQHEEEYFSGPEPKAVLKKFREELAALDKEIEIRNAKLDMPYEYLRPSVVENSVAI
#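 Purified human 15hLO-1 (40 nM final) in 25 mM Hepes pH 7.5, 0.01% Triton X-100 was preincubated with compound 15 min at room temperature, then reacted 6 min with 50 uM arachidonic acid; hydroperoxide detected by Fe-XO, 573/405 nm absorbance ratio.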
# Hsp90 Hop PPI: qHTS Assay for Disrupters of an Hsp90 Co-Chaperone Interaction; Hsp90 C-terminal peptide / TPR2A (Hop) interaction, human; AlphaScreen TPR2A-His6 binding biotin-Hsp90 C-terminal peptide; Potency, µM (top dose mostly 57 µM), inactives show at the top dose activity change, negative = inhibition; 71,000 tested, 0.44% active; AID 595, 2007; active = well fitted curve in either direction with a large enough effect; inconclusive = small, poorly fitted or top-dose-only effect, or another doubt; note: potency is the fitted concentration of half-maximal effect; % is set by controls: 0 for no effect and ±100 for the full control effect; many of its hits are not listed in these tables
# HBB splicing: qHTS Assay for Modulators of Hemoglobin Beta Chain Splicing. 65,000 tested, 0.06% active. HBB splicing reporter cell assay, activation; EGFP reporter with mutant IVS2-654 intron; response scale: normalised to 500 nM splice-correcting PNA. Potency, µM (doses to about 46.1 µM), for the others: at the highest dose activation, usual class: activators; note: potency is the fitted concentration of half-maximal effect; 0% is about no effect
#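 Compounds were applied for 2 days to HeLa EGFP-654 cells, 500/well in Optimem with 2% FCS. The reporter's EGFP is disrupted by mis-splicing of beta-globin intron IVS2-654. Readout: summed well GFP fluorescence from 488 nm laser scanning; reference was 500 nM antisense […] 654 PNA.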
# DNA Pol III inh: qHTS Assay for Inhibitors of DNA Polymerase III Holoenzyme System; reconstituted DNA polymerase III holoenzyme replication, biochemical; Potency, µM (series often up to 57.1 µM), without a hit: top-dose activity change, negative = inhibition; 71,000 tested, 0.25% active; AID 603, 2007; note: potency is the fitted concentration of half-maximal effect; % is set by controls: 0 for no effect and ±100 for the full control effect
#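 Reconstituted *E. coli* holoenzyme (0.35 nM Pol III, 1 nM beta, 154 nM SSB, 2 nM primase) was preincubated with compound for 15 min at RT. Synthesis on 1.4 nM ssM13Gori ran 35 min, then was stopped with PicoGreen/EDTA and read as dsDNA fluorescence.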
# Rhodamine fluor: qHTS Assay for Spectroscopic Profiling in Rhodamine Spectral Region; Rhodamine-region fluorescence, 547/598 nm, Tris buffer; active compounds read high; 59,000 tested, 0.05% active; max dye-equivalent concentration, M; in the data active = max dye-equivalent concentration above about 11 nM; inconclusive = between about 1.1 nM and that limit
#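 Compound fluorescence in 100 mM Tris, pH 8.0, read after 15 min at room temperature with 547 nm excitation and 598 nm emission. Output is dye-equivalent concentration from an on-plate rhodamine standard series.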
# Luciferase inh: qHTS Assay for Inhibitors of Firefly Luciferase | Luciferin 4-monooxygenase (Photinus pyralis), P08659 | purified firefly luciferase, luminescence, 8 min | Potency, µM (series often up to 57.1 µM), without a hit: at the highest dose activity change, negative = inhibition, actives largely listed as inhibitors | 72,000 tested, 2.2% active | AID 411, 2009; note: potency is the fitted concentration of half-maximal effect; % is set by controls: 0 for no effect and ±100 for the full control effect; nearly all actives have a fitted effect of over 40% in size
#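 Inhibition of light generation by firefly luciferase from ATP and luciferin was profiled with concentration-response curves per sample, ATP held at 10 uM within the enzyme's linear range. Plates were read by luminescence after an 8-minute ambient incubation.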
# HADH2 inhib: qHTS Assay for Inhibitors of HADH2 (Hydroxyacyl-Coenzyme A Dehydrogenase, Type II) | 3-hydroxyacyl-CoA dehydrogenase type-2 (Homo sapiens), Q99714 | recombinant HADH2, NADH fluorescence, beta-hydroxybutyryl-CoA | Potency, µM (highest dose often 57.1 µM), for inactives: at the top dose activity change, negative = inhibition, most hits filed as inhibitors | 73,000 tested, 3.4% active; note: potency is the fitted concentration of half-maximal effect; % is set by controls: 0 for no effect and ±100 for the full control effect; nearly all actives have a fitted effect of over 60% in size; many of its hits are not listed in these tables
# Target sequence (Q99714 whole entry, looked up, one chain of several): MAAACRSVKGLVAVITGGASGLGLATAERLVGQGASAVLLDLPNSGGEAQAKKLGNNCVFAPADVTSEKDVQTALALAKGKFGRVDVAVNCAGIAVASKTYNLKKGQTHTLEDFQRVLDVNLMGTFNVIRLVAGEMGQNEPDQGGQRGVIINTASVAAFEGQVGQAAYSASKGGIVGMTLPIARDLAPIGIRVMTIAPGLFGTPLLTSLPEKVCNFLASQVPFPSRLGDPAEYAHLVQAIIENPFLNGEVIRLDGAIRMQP
#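 Read-out: 360 nm excitation, 450 nm emission, kinetic over 4 min. Conditions: His-tagged human HADH2 20 nM, pH 9.0 Tris with Tween-20, 1 mM NAD+, 90 uM beta-hydroxybutyryl-CoA.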
# ERK AVP inh: qHTS Assay for Inhibitors of the ERK Signaling Pathway using a Homogeneous Screening Assay; AID 995, 2007; 72,000 tested, 0.99% active; HEK293-V1b, vasopressin-stimulated pERK AlphaScreen; Potency, µM (highest dose often 57.5 µM), for inactives: top-dose activity, negative = inhibition, actives largely listed as inhibitors; note: potency is the fitted concentration of half-maximal effect; % is set by controls: 0 for no effect and ±100 for the full control effect; nearly all actives have a fitted effect of over 55% in size
#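 Overnight-seeded V1b-HEK293 cells in 1% FBS got compound, then vasopressin (25 nM final, 5 min, 37C), then lysis buffer. AlphaScreen detection of phospho-ERK; activity normalized to basal and full-stimulation controls.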
# CRE Fsk mod: Cell signaling CRE-BLA (Fsk stim); Potency, µM (top dose mostly 38.2 µM), for inactives: at the highest dose activity change, negative = inhibition, actives largely listed as activators; AID 662, 2007; 71,000 tested, 2.5% active; CHO CRE-bla reporter (cAMP response element driving beta-lactamase), forskolin EC10, beta-lactamase ratio; active = well fitted activation curve with a large enough effect in the signal ratio, with a control signal flat, not every such curve was filed as active; inconclusive = small, poorly fitted or top-dose-only effect, or effect the other way, or a change in a side signal; the % refers to the signal ratio; note: potency is the fitted concentration of half-maximal effect; % of control where 0% means no effect
#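 Reporter-gene assay: CHO cells with beta-lactamase behind cAMP responsive elements, co-treated with compound and EC10 NKH 477 for 3 hours at 37 degrees Celsius. Activity came from the 460/530 nm CCF4 emission ratio.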
# TexasRed autofl: qHTS Assay for Spectroscopic Profiling in Texas Red Spectral Region. 59,000 tested, 0.06% active. AID 587, 2007. Compound fluorescence, Texas Red channel, 547/618 nm; active compounds read high. max dye-equivalent concentration, M; in the data active = max dye-equivalent concentration above about 10 nM; inconclusive = between about 1.1 nM and that limit
#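 Compound titrations in 100 mM Tris pH 8.0 were incubated 15 min at room temperature and read at 547 nm excitation / 618 nm emission. Texas Red six-point standard curve on each plate converted fluorescence to dye-equivalent concentration.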
# Tau filament bind: qHTS Assay for Tau Filament Binding; Microtubule-associated protein tau (Homo sapiens), P10636; recombinant tau filaments, thioflavin S fluorescence, 15 h; filaments grown with octadecylsulfate alongside compound; Potency, µM (top dose mostly 57.1 µM), inactives show top-dose activity change, negative = inhibition; 71,000 tested, 2% active;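 note: potency is the fitted concentration of half-maximal effect; % is set by controls: 0 for no effect and ±100 for the full control effect; actives lower thioflavin S fluorescence by blocking filaments or displacing dye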
#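 Quantitative HTS: thioflavine S signal from ODS-induced tau filaments, excited at 450 nm, emission 510 nm. Conditions: 1 uM tau, 30 uM ODS, 15 h at 37 C, pH 7.4.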
# The depositor's hits bear a star; i = inactive; ? = inconclusive; . = no result given; [ ] = dose if it differs, or a comment. Unless noted, calls come from the whole dose curve; as a rule, active = well fitted curve in the direction sought with a large enough effect; inconclusive = small, poorly fitted or top-dose-only effect, or another doubt; inactive = no such curve, though single readings can be large; an effect the other way counts as inactive or inconclusive. An excerpt; the hit share may differ from the screen's.
canonical_smiles	ALOX15 inhib	Hsp90 Hop PPI	HBB splicing	DNA Pol III inh	Rhodamine fluor	Luciferase inh	HADH2 inhib	ERK AVP inh	CRE Fsk mod	TexasRed autofl	Tau filament bind
CCOC(=O)c1ccc2c(c1)nc(C1CCN(S(=O)(=O)c3cccs3)CC1)n2CC	3.3%	-2.6%	1.0%	52.7%	i	3.0%	-3.2%	-26.3%	?	?	18.6%
CCCCSCc1nc2nc(Cl)c(Cl)nc2[nH]1	-5.7%[11.4 µM]	-2.8%[11 µM]	-0.1%[9.22 µM]	-5.5%[11.4 µM]	i	0.7%[11.4 µM]	99.8%[activator][11.4 µM]	7.3%[11.5 µM]	8.8%[7.6 µM]	i	-3.9%[11.4 µM]
CC(=O)COc1ccc2c3c(c(=O)oc2c1)CCCC3	-12.3%	-2.6%	3.4%[0.369 µM]	-7.0%	i	-7.3%	269.0%[activator]	-25.8%	15.8µM*	i	30.2%
Cc1ccccc1NC(=O)c1ccc(F)c(S(=O)(=O)N2CCN(c3ccccn3)CC2)c1	-3.3%	0.1%	0.4%[1.84 µM]	4.8%	i	-0.4%	12.6%	-27.9%	?	i	183.8%
Cc1cc(Nc2ccc(F)cc2C)n2nc(C)nc2n1	2.3%	-0.6%	-1.0%	-11.5%	.	1.8%	4.2%	-5.0%	?	.	1.3%
COc1ccccc1NS(=O)(=O)c1ccc(OC)c(OC)c1	1.6%	-0.4%	-0.2%	0.9%	i	-0.1%	0.5%	20.2%	0.8%	i	10.6%
COc1ccccc1N1CCN(C/C=C/c2ccc(N(C)C)cc2)CC1	25.1µM*	?	-0.8%[9.22 µM]	-4.3%	.	2.7%	31.6µM*	15.8µM*	-11.1%	.	?
Cn1c(-c2ccc(F)cc2)cnc1NCc1ccc(C#N)cc1	9.4%	-3.0%	-0.2%[57.5 µM]	-2.2%	i	-3.0%	-3.7%	3.3%	-7.1%	i	-3.5%
CC(NO)C(C)(C)NO (stereo not given)	6.1%	-2.4%	2.1%[57.5 µM]	-4.0%	i	3.0%	-0.5%	5.6%	?	i	-0.7%
COc1ccc2c(Cl)c(C(=O)NC3CCS(=O)(=O)C3)sc2c1 (stereo not given)	-0.1%	-3.1%	.	2.5%	i	0.1%	-12.7%	-2.9%	8.9%	i	13.9%
COC(=O)c1ccc2[nH]c(C)cc(=O)c2c1	-45.4%	?	0.0%[57.5 µM]	0.3%	i	-0.7%	?	12.6%	2.1%	i	1.6%
O=C(NCCN1CCOCC1)C1CCN(c2nc3ccccc3o2)CC1	1.1%	-1.7%	-2.4%[57.5 µM]	-0.4%	i	0.2%	15.1%	-4.8%	0.0%	i	1.9%
COCCOC(=O)C1=C(C)NC(=O)NC1c1ccc(Cl)cc1 (stereo not given)	-1.5%	-3.2%	-0.6%[9.22 µM]	-5.0%	.	2.7%	1.0%	1.6%	-2.6%	.	-4.5%
Cc1noc(C)c1C(=O)N1CCC[C@@]2(CCN(C(=O)Nc3cccc(F)c3)C2)C1	-0.1%	-3.6%	4.6%	-0.8%	i	-1.2%[11.4 µM]	-6.5%	-1.5%	-9.1%	i	1.3%
O=C(O)C1CCN(S(=O)(=O)N2CCOCC2)CC1	14.6%	-4.0%	2.6%[57.5 µM]	-4.0%	i	-0.2%	-4.2%	1.6%	?	i	-3.8%
Cn1c(=O)cc(SCC(=O)N2CCCC2)c2ccc(Cl)cc21	-4.4%	-2.1%	0.5%	-0.8%	i	0.8%	-10.1%	-28.1%	4.1%	i	0.5%
O=C1C(=O)N(CCOCCO)C(c2ccccn2)/C1=C(\O)c1ccccc1 (stereo not given)	5.1%	-2.9%	.	-0.9%	i	3.5%	-18.7%	-0.1%	0.7%	i	-2.2%
O=c1cc(CF)[nH]c(=S)[nH]1	3.5%[11.4 µM]	3.3%[11 µM]	3.0%[9.22 µM]	2.4%[11.4 µM]	i	1.9%[11.4 µM]	5.3%[11.4 µM]	-0.3%[11.5 µM]	-9.3%[7.6 µM]	i	3.1%[11.4 µM]
Cn1nnc2cc(C(=O)NCc3ccc4c(c3)OCO4)ccc21	6.2%	1.1%	-0.8%	-2.3%	i	-1.1%	-3.5%	7.1%	7.8%	i	-7.6%
O=S(=O)(c1ccc(F)c2ccccc12)N1CCCCC1	3.0%	22.3%	-0.5%[57.5 µM]	-1.2%	i	1.2%	0.9%	25.1%	-7.8%	?	2.5%
CCOC(=O)c1c(NC(=O)Cn2c(=O)oc3ccccc32)oc(C)c1C(C)=O	0.3%	-3.5%	0.2%	0.4%	i	0.6%	-2.9%	-12.4%	-0.2%	?	-4.6%
COc1ccccc1C(=O)NC(CCSC)C(=O)OCC(=O)NC(=O)NCc1ccco1 (stereo not given)	-4.7%	-6.6%	0.0%[57.5 µM]	-6.0%	i	-1.0%	11.2%	-10.0%	-7.3%	?	4.1%
COCc1[nH]nc2c1C(c1ccccc1F)C(C#N)=C(N)O2 (stereo not given)	10.9%	2.0%	.	-5.8%	i	2.6%	4.0%	22.6%	-4.7%	i	-8.7%
COc1cccc(Cn2c(=O)c(C)nc3cnc(Oc4ccccc4)nc32)c1	-5.1%	-1.6%	4.2%	1.2%	i	0.6%[11.4 µM]	-2.7%	-9.5%	10µM*	i	-14.4%
N[C@@H](Cc1ccccc1)c1nnc2sc(SCc3ccccc3)nn12	6.1%	-5.3%	0.6%	5.6%	i	-2.4%	-15.2%	-3.2%	-6.1%	?	1.6%
CCc1ccc(C2CC(c3ccc(Cl)cc3)n3nc(N)nc3N2)cc1 (stereo not given)	14.9%	-2.2%[2.3 µM]	0.1%	-1.1%	.	0.1%	-4.2%	?	-8.2%	.	57.8%
Cc1ccc(-c2nsc3c(N4CCN(C(=O)c5ccco5)CC4)ncnc23)cc1	?	-1.5%	-0.3%[57.5 µM]	-6.0%	i	1.3%	8.7%	-2.7%	-2.6%	i	19.9%
CCOC(=O)c1cnc(-c2ccccc2)nc1N	-1.1%	-0.4%	0.6%	-1.2%	i	20µM*	9.9%	-15.9%	2.2%	i	-3.5%
CN1CCc2c(sc3c2c(NCc2ccco2)nc2nnnn23)C1	?	-10.7%	4.0%[57.5 µM]	-6.0%	i	1.1%	6.2%	-6.9%	?	i	25.8%
CN(C)c1cccc(O)c1	-20.9%	-2.6%	1.1%	-9.2%	.	.	-2.8%	10.2%	-8.0%	.	31.6µM*
C=CCOc1c(CNc2nccs2)cccc1OCC	-1.3%	-1.9%	-1.4%	-0.7%	i	12.6µM*	15.7%	1.8%	?	i	0.3%
COc1ccc(S(=O)(=O)N(C)c2ccc(OCC(=O)Nc3cc(C)on3)cc2)cc1	-17.3%	-2.9%	1.2%	-3.3%	i	-1.1%	0.6%	-17.1%	?	i	4.6%
Cc1ccc2c(c1)c1c3n2CC(=C2C(=O)OC(C)(C)OC2=O)NC3CCC1 (stereo not given)	-25.8%	0.0%	-0.2%[57.5 µM]	0.6%	i	-0.7%	25.1µM*	-15.3%	-10.0%	i	58.2%
CC(C)Oc1ccc(-c2nn(-c3ccccc3)cc2/C=c2\sc3ncnn3c2=O)cc1	-1.2%	-3.4%	-1.0%	-7.5%	i	2.6%	6.9%	-3.3%	3.2%	i	0.1%

# A different layout for some results above:
# Under each structure – ALOX15 inhib | Hsp90 Hop PPI | HBB splicing | DNA Pol III inh | Rhodamine fluor | Luciferase inh | HADH2 inhib | ERK AVP inh | CRE Fsk mod | TexasRed autofl | Tau filament bind
> Cc1ccc2c(c1)c1c3n2CC(=C2C(=O)OC(C)(C)OC2=O)NC3CCC1 (stereo not given)
 : -25.8% | 0.0% | -0.2%[57.5 µM] | 0.6% | i | -0.7% | 25.1µM* | -15.3% | -10.0% | i | 58.2%
> CC(NO)C(C)(C)NO (stereo not given)
 : 6.1% | -2.4% | 2.1%[57.5 µM] | -4.0% | i | 3.0% | -0.5% | 5.6% | ? | i | -0.7%
